Screening data from PubChem.
Rv3671c inh: Rv3671c serine protease inhibitors, primary screen, biochemical, fluorescence polarization, M. tuberculosis H37Rv; inhibition, % at 5.96 µM; 320,000 compounds, 0.048% hits; in the data active = inhibition above about 38%;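 note: extracellular domain of Rv3671c used as enzyme; 0% = enzyme with DMSO and 100% = no enzyme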
Target sequence (P9WHR9 whole entry, looked up, the tested form may be a part): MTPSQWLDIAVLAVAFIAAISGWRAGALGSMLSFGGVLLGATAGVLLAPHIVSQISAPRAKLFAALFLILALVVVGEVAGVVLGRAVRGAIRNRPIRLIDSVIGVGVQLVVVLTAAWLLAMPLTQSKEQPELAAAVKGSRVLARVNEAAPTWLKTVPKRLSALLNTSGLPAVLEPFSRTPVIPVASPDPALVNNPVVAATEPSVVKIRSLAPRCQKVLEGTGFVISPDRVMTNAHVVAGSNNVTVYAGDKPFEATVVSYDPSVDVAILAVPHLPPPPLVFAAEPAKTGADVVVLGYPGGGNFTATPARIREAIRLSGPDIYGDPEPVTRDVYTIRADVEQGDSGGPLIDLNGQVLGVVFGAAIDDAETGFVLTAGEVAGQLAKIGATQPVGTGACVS
Mtb FBA inh: Mtb FBA enzyme inhibitors, primary screen, biochemical, fluorescence, strain H37Rv. Fructose-bisphosphate aldolase (Mycobacterium tuberculosis (strain ATCC 25618 / H37Rv)), …. purified M. tuberculosis FBA, fluorescence read-out. inhibition, % at 1 µM. 360,000 compounds, 2.3% hits; in the data active = inhibition above about 27%;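 note: 0% = vehicle and 100% = reference inhibitor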
FadD28 FP inh: inhibitors of FadD28 bisubstrate probe binding, primary screen, biochemical, fluorescence polarization, single point; 360,000 compounds, 0.22% hits; Mycobacterium tuberculosis FadD28 fatty-acid-AMP ligase; inhibition, % at 12.5 µM; AID 588549, 2011; in the data active = inhibition above about 8.5%, passing the limit was not always enough; inconclusive = no clear call, values can overlap the other calls
UGM FP inh: M. tuberculosis UGM enzyme inhibitors, primary screen, biochemical, fluorescence polarization, single point | 320,000 compounds, 0.06% hits | purified UGM, fluorescence polarization probe displacement | UDP-galactopyranose mutase (Mycobacterium tuberculosis (strain ATCC 25618 / H37Rv)), … | inhibition, % at 10 µM; in the data active = inhibition above about 10%, passing the limit was not always enough; inconclusive = no clear call, values can overlap the other calls
Target sequence (P9WIQ1 whole entry, looked up): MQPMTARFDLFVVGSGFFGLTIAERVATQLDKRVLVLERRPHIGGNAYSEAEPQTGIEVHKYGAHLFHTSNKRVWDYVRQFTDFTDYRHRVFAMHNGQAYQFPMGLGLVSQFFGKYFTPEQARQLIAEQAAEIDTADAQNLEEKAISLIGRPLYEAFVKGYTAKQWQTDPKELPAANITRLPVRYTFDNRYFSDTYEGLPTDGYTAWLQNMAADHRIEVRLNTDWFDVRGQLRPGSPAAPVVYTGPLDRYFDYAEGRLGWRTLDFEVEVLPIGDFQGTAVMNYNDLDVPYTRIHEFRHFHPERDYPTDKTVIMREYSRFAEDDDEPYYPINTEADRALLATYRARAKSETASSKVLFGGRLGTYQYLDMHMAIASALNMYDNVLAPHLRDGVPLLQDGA
MazF activator: activators of E. coli MazEF toxin-antitoxin RNase, primary screen, biochemical, fluorescence, uHTS | 350,000 compounds, 0.32% hits | FAM/BHQ RNA-DNA oligo cleavage fluorescence, 5 h | activation, % at 20 µM; in the data active = activation above about 50%
Target sequence (P0AE70 whole entry, looked up): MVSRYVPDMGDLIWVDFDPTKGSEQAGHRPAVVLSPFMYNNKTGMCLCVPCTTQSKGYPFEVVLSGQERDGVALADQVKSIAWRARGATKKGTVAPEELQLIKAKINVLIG
GDH-TPI counter: GDH-TPI coupling enzyme inhibitors, primary screen, artefact control for M. tuberculosis FBA inhibitor project, biochemical, absorbance, full deck; GDH-TPI coupled enzyme counterscreen, NADH absorbance; inhibition, % at 4.8 µM; 360,000 compounds, 1.2% hits; in the data active = inhibition above about 30%;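 note: 0% = DMSO wells and 100% = wells lacking the enzyme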
BioA inh: M. tuberculosis BioA enzyme inhibitors, primary screen, biochemical, plate reader, single point, HTS. inhibition, % at 9.99 µM. AID 602481, 2012. 7,8-diaminopelargonic acid synthase BioA (Mycobacterium tuberculosis). purified M. tuberculosis BioA enzyme. 360,000 compounds, 0.096% hits; in the data active = inhibition above about 40%; inconclusive = no clear call, values can overlap the other calls
PrPC TRFRET: inhibitors of human cell surface prion protein PrPC, primary screen, cell-based, TR-FRET. AID 720596, 2013. 370,000 compounds, 0.43% hits. inhibition, % at 13.8 µM. TR-FRET read-out; in the data active = inhibition above about 24%; note: 0% = median of the test wells and 100% = reference compound wells
BoNT-F LC inh: BoNT/F light chain protease inhibitors, primary screen, biochemical, flow cytometry, MLPCN library; 360,000 compounds, 0.22% hits; Multiplex microsphere protease cleavage assay; inhibition, % at 10 µM; in the data active = inhibition above about 35%, passing the limit was not always enough; inconclusive = no clear call, values can overlap the other calls; note: plate controls were buffer without enzyme for full effect and enzyme alone for no effect
* hit, by the source's call; ? = inconclusive; . = no result given; + = active, no number.

smiles	Rv3671c inh	Mtb FBA inh	FadD28 FP inh	UGM FP inh	MazF activator	GDH-TPI counter	BioA inh	PrPC TRFRET	BoNT-F LC inh
Cc1ccc(S(=O)(=O)Nc2nc(C)c(NC(=O)OCCCl)s2)cc1	2	0	-3.4	0.1	-2	1	.	3	-7
O=C(c1ccc(N2CCCC2=O)cc1)N1CCN(c2ccccc2)CC1	1	-2	-0.8	0.2	2	7	6.7	3	-10
CC1(C)CC(=O)C(C=NCCN2CCN(C(=O)C34CC5CC(CC(C5)C3)C4)CC2)=C(O)C1	7	3	0.6	-1.0	2	2	-0.9	0	6
CCOC(=O)CC1OC(=O)c2cc3c(cc21)C(=O)OC3CC(=O)OCC (stereo not given)	-5	2	0.0	-0.1	2	10	-1.3	0	-6
O=C(Nc1nc2ccccc2[nH]1)c1cccc([N+](=O)[O-])c1	4	-1	-0.3	0.3	35	5	.	-7	-8
CC1Cc2cc(/C(O)=C3/C(=O)C(=O)N(Cc4ccncc4)C3c3ccc(N(C)C)cc3)ccc2O1 (stereo not given)	-10	-3	0.2	3.0	4	23	-2.1	2	4
CCN(CC)c1ccc(C(=O)NNC(=O)c2ccc3c(=O)n4c(nc3c2)CCC4)cc1	-3	-2	-4.3	0.3	3	17	-1.5	-12	-15
C/C(CC(=O)Nc1cccc(C(F)(F)F)c1)=N\NC(=O)C1CCCCC1	-16	-1	-3.3	0.1	3	2	.	3	0
CCCOc1ccc2cc(-c3ccccn3)c(=O)oc2c1	9	+	-3.4	-1.6	-6	14	-0.8	-3	-3
Cc1cc(/C=C2/C(=O)NC(=O)N(c3ccccc3)C2=O)c(C)n1-c1ccc(F)cc1	-9	-2	-0.9	2.4	-6	15	-2.4	2	-2
CC(C)Cc1c2c([nH]c(=S)c1C#N)CCCC2	2	-1	-5.4	-1.1	2	8	-0.4	-5	3
COc1ccc(N2CCN(C(=O)CCS(=O)(=O)c3ccc4c(c3)NC(=O)CO4)CC2)cc1	-3	-1	-2.5	-1.5	0	-8	-0.9	12	-2
O=C(NNC(=O)c1cc(Cl)ccc1[N+](=O)[O-])c1csc(N2CCOCC2)n1	7	-1	-3.4	-0.7	1	-1	.	-19	-6
Cc1ccc(N2CC(C(=O)Nc3nnc(SCCC4OCCO4)s3)CC2=O)cc1C (stereo not given)	9	-1	-1.8	1.2	2	-4	-0.1	2	-3
N#C/C(=C\c1cc(Cl)ccc1O)C(=O)NC1CCCCC1	-7	2	0.2	5.2	-10	0	.	.	1
O=C(NCCN1CCOCC1)c1ccc2c(c1)N(Cc1ccc(F)cc1)C(=O)CS2	10	-1	-1.4	2.0	-8	2	1.8	2	-5
O=C(NCc1ccccc1)C(C(=O)c1ccc(F)cc1)n1ccccc1=O (stereo not given)	2	1	1.3	-2.4	1	2	0.9	0	3
Cc1c(Cl)c([N+](=O)[O-])nn1CCCC(=O)NCCc1ccccc1	4	1	0.4	0.8	7	8	1.6	-17	-3
Cc1ccn(CCNC(=O)C2CCC(=O)N(Cc3ccc(Cl)cc3)C2)n1 (stereo not given)	9	4	0.9	-1.8	-1	-5	0.3	-4	-1
O=C([C@@H]1CC=C[C@@H]2CCN(C3CCCCC3)C(=O)[C@@H]21)N1CCN(c2ccccc2)CC1	4	0	-1.0	-0.7	11	3	1.3	-3	3
CCOCCCNS(=O)(=O)Cc1ccccc1	1	2	-1.8	-0.1	-2	-12	-0.9	0	2
Cc1nn(C)c(C)c1/C=N/NC(=O)CCn1cc([N+](=O)[O-])cn1	4	-4	-2.4	0.2	-7	-2	.	0	2
O=C1CCc2ccc(NC(=O)C3CC3)cc2N1	-1	-3	-3.7	-0.6	-3	-5	1.3	3	-5
CC1(C)N(O)C2CCCCC2N1O (stereo not given)	0	3	-1.9	-0.4	8	5	-1.4	1	?
Cc1cc(C)n(C(=O)N(c2ccccc2)c2ccccc2)n1	-2	2	-0.7	1.7	5	9	-2.8	-5	-4
C=CCn1c(SCCN2CCCCC2)nc2c1c(=O)[nH]c(=O)n2C	-3	4	-2.1	2.6	5	10	1.0	8	-2
Cc1c(Cc2c(Cl)cccc2Cl)c(=O)ccn1C(C)c1ccccc1 (stereo not given)	.	-1	-5.2	.	-1	-6	11	4	-4
Cc1ccccc1N1CCN(C2=NC(=O)/C(=C\c3cccs3)S2)CC1	-8	-2	-3.6	-2.2	1	20	.	-3	2
CCOC(=O)N1CCN(S(=O)(=O)c2ccc(C(=O)N(CCCN(C)C)c3nc4c(C)c(C)ccc4s3)cc2)CC1	2	-2	-3.9	0.1	4	0	-1.3	-1	-12
Cn1cnc(S(=O)(=O)N2CCN(c3cccc(C(F)(F)F)c3)CC2)c1	-1	0	-2.7	0.3	3	-5	0.6	10	0

5 entries picked at random from the list so far:
smiles	Rv3671c inh	Mtb FBA inh	FadD28 FP inh	UGM FP inh	MazF activator	GDH-TPI counter	BioA inh	PrPC TRFRET	BoNT-F LC inh
C=CCn1c(SCCN2CCCCC2)nc2c1c(=O)[nH]c(=O)n2C	-3	4	-2.1	2.6	5	10	1.0	8	-2
Cc1nn(C)c(C)c1/C=N/NC(=O)CCn1cc([N+](=O)[O-])cn1	4	-4	-2.4	0.2	-7	-2	.	0	2
Cc1cc(C)n(C(=O)N(c2ccccc2)c2ccccc2)n1	-2	2	-0.7	1.7	5	9	-2.8	-5	-4
CC1(C)N(O)C2CCCCC2N1O (stereo not given)	0	3	-1.9	-0.4	8	5	-1.4	1	?
Cc1c(Cl)c([N+](=O)[O-])nn1CCCC(=O)NCCc1ccccc1	4	1	0.4	0.8	7	8	1.6	-17	-3

Later entries:
smiles	Rv3671c inh	Mtb FBA inh	FadD28 FP inh	UGM FP inh	MazF activator	GDH-TPI counter	BioA inh	PrPC TRFRET	BoNT-F LC inh
CCCC(=O)NNc1c2ccccc2nc2ccccc12	6	22	-3.0	-0.3	3	0	0.8	-6	1
Cc1ccccc1NC(=O)C1CCCN(S(=O)(=O)c2c(C)noc2C)C1 (stereo not given)	2	-6	0.3	0.4	2	11	-3.0	6	6
N#Cc1c(NC(=O)CSc2ccccn2)oc(-c2ccccc2)c1-c1ccccc1	-6	1	-4.4	.	0	7	-1.5	3	-23
Cc1ccc(Nc2c([N+](=O)[O-])ccc3nonc23)c(C)c1	1	-2	-2.9	-1.9	2	15	.	-9	?
O=C(Cn1c2[n+](c3ccc(C(F)(F)F)cc31)CCCCC2)c1cccc([N+](=O)[O-])c1	-5	-4	-3.3	-2.6	2	7	1.7	-12	-19
N#Cc1nc(-c2cccs2)oc1NCc1ccco1	0	+	2.6	-0.8	-5	20	1.4	-2	-1
COc1cccc(N(CC(=O)NC2CCCC2)C(=O)CCC(=O)Nc2nccs2)c1	2	-2	-0.6	4.1	1	-4	-0.7	-3	-2
CCOC(=O)c1ccccc1NCN1C(=O)CSC1=O	1	3	-0.5	0.2	4	7	.	7	-11
Cc1occc1C(=O)Nc1sc2c(c1C(N)=O)CCCCC2	2	3	0.0	-2.1	4	15	0.5	-6	-5
CCCCn1c(SCC(=O)NCC2CCCO2)nc2ccc(N3CCOCC3)cc2c1=O (stereo not given)	-10	16	0.2	-1.6	-1	-8	1.3	-1	-5
C=CCNC(=O)N1CCCC(N2CCN(c3ccccc3OC)CC2)C1 (stereo not given)	-3	0	-0.9	2.8	5	2	-0.7	-1	.
COc1cccc(NC(=O)c2ccccc2NC(=O)c2ccncc2)c1	-4	-1	-4.4	1.9	2	-6	0.7	-7	-4
COc1ccc(C2CCCN2C(=O)Nc2ccc(C)c(C)c2)cc1OC (stereo not given)	2	2	-1.2	-0.3	3	-17	2.3	6	2
Cc1ccc(-c2nnc(SCC(=O)CC(=O)Nc3ccccc3)n2C)cc1	-7	1	-4.4	0.8	1	-1	.	5	-7
Cn1c(=O)c2cc(NC(=O)NCCc3cccs3)ccc2n1Cc1ccccc1	.	141*	0.1	.	.	14	1.0	1	0
COc1cc(OC)c(-c2nc3c[n+](CC(=O)c4ccccc4)ccc3n2C)cc1OC	2	2	0.0	1.6	5	9	3.9	4	-9
Cc1ccccc1/C=C/c1cc[n+](C)cc1	-2	-2	-3.1	-4.5	3	7	.	-28	1
Cc1ccc(C)c(N(C(=O)Cn2nnc(-c3cccs3)n2)C(C(=O)NC2CC2)c2ccc(C)o2)c1 (stereo not given)	1	4	-1.5	0.3	2	9	0.2	-3	-5
CNc1cccnc1C=NNC(N)=S	.	8	-2.5	.	-28	16	.	-6	-9
CS(=O)(=O)c1nc(S(=O)(=O)c2ccc(Cl)cc2)c(N2CCC3(CC2)OCCO3)s1	6	-3	-3.1	-3.8	0	13	-3.1	7	1
Cc1cc(C)n(CC2CC(=O)N(c3ccc(Cl)cc3)C2=O)n1 (stereo not given)	-5	-2	-0.2	-2.4	3	8	.	10	-1
CC(C)(C)OC(=O)N1CCC(NC(=O)c2nc[nH]c2C(=O)N2CCN(C(=O)OC(C)(C)C)CC2)CC1	3	2	-4.0	-3.6	9	0	-1.3	-5	7
CCOC(=O)C(Cc1c[nH]c2ccccc12)NC(=O)c1ccccc1Br (stereo not given)	-10	-2	-1.1	2.9	-3	1	-2.4	1	-15
C=C(C)C(=O)Nc1cccc(C2=NOC3(C2)C[C@@H](C(N)=O)N(C(=O)CCCCC)C3)c1 (stereo not given in full)	-6	.	.	2.1	2	.	.	-6	.
COc1cc(NC(=O)c2ccc([N+](=O)[O-])o2)ccc1NC(=O)c1cccs1	1	-1	-3.3	0.4	11	18	-1.6	10	-4
COc1cc(/C=C(\C#N)C(=O)N2CCOCC2)ccc1OCc1ccccc1	0	-4	-4.4	-1.1	-15	13	.	-1	-4
OCc1cccc[n+]1CCc1ccccc1	-4	-2	-0.1	0.1	-2	4	-1.0	3	-9
COc1ccc(-c2nc3ccccc3o2)cc1NC(=O)CSc1ccc(Cl)cc1	-12	-2	-2.5	2.0	38	1	.	-6	-8
CC(=O)c1c(C)[nH]c(C(=O)OCC(=O)Nc2ccc(Cl)c(S(=O)(=O)N(C)C)c2)c1C	-15	1	-0.4	1.0	4	3	.	12	-5
OC1CCCN(Cc2c3ccccc3cc3ccccc23)C1 (stereo not given)	-7	23	1.9	4.3	9	12	0.3	-4	-7
Cc1ccc(N2CC(C(=O)NCCS(=O)(=O)N3CCN(c4ccccc4F)CC3)CC2=O)cc1 (stereo not given)	6	-2	-3.7	-0.7	-3	-4	-0.7	-8	5
COC(=O)CC1C(=O)NCCN1C(=O)CSc1nnnn1-c1ccc(Cl)cc1 (stereo not given)	1	2	-0.6	-3.1	-3	0	.	3	0
COc1ccc(OC)c(S(=O)(=O)Nc2cc(OC)c(Cl)cc2OC)c1	5	2	-3.8	-2.0	2	7	-0.4	4	-12
COc1ccc(NC(=O)Nc2ccc(O)c3ccccc23)cc1	-87	.	.	3.9	9	.	.	-9	.
CC12CCC(=O)N1C(C(=O)OCC(=O)Nc1ccc(C(F)(F)F)cc1)CS2 (stereo not given)	-12	-3	.	1.5	1	-1	0.6	-2	-6
CCOc1cc(/C=C2\COc3ccccc3C2=O)ccc1OCC(=O)N(C)C	7	-1	-1.9	1.5	1	18	1.3	-3	-10
CCOC(=O)NC(=O)c1cn(Nc2ncc(C(F)(F)F)cc2Cl)c(=O)[nH]c1=O	2	4	-2.3	-0.5	-3	1	.	-5	9
